# Screens: PubChem BioAssay, National Center for Advancing Translational Sciences (NCATS)
# BRCA1 expr act: qHTS Assay to Identify Small Molecule Activators of BRCA1 Expression | MCF7-BRCA1-FFLuc reporter, luminescence, 48 h; response scale: scaled: vehicle 0%, 10 µM genistein 100% | Potency, µM (titrated, usually from 46.1 µM), without a hit: at the highest dose activation, usual class: activators | actives 1.1% (n = 380,000) | AID 624202, 2012; also: potency is read from the fitted curve at half-maximal effect; nearly all actives have a fitted effect of over 80% in size; some results filed as inactive show a strong effect at the top dose
#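 Compounds are tested at multiple concentrations on MCF7 BRCA1-luciferase reporter cells seeded at 2000 per well; after 48 h, a single luminescence end-point is taken and curves fitted to the normalized data.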
# ELG1 DNA repair: qHTS screen for small molecules that inhibit ELG1-dependent DNA repair in human embryonic kidney (HEK293T) cells expressing luciferase-tagged ELG1. actives 2.3% (n = 330,000). Potency, µM (highest dose often 46.1 µM), for inactives: at the highest dose activity change, negative = inhibition, usual class: inhibitors. HEK293T ELG1-luciferase reporter, luminescence, 16 h; DNA damage induced by 5-fluorouridine; also: potency is read from the fitted curve at half-maximal effect; % is scaled to controls: 0 for no effect and ±100 for the full control effect; nearly all actives have a fitted effect of over 55% in size
#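 Cells (2,000 per well) received 5-fluorouridine plus test compound or DMSO and were incubated 16 hr at 37 °C, 5% CO2. Luciferase activity was read by luminescence 30 min after ONE-Glo addition; signal suppression marked inhibition of damage-induced ELG1 function.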
# AT treatment: qHTS Assay for Identifying a Potential Treatment of Ataxia-Telangiectasia | […] A-T fibroblasts, KAP-1 phosphorylation AlphaLISA; neocarzinostatin DNA damage 30 min before lysis | Potency, µM (top dose mostly 57.5 µM), for inactives: top-dose activation, usual class: activators | actives 0.19% (n = 320,000); also: potency is read from the fitted curve at half-maximal effect; % of control where 0% means no effect; nearly all actives have a fitted effect of over 45% in size
#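 ATM-like activity read as KAP-1 phosphorylation via AlphaLISA donor/acceptor antibody pairs after lysis and 6 hr at 25C. Cells were ATM-null patient fibroblasts ([…], hTERT), dosed 60 min, then exposed to the DSB inducer NCS for 30 min.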
# TRPV1 agonist: HTS Assay for Compounds that Act as Agonists of the Vanilloid Receptor 1. Transient receptor potential cation channel subfamily V member 1 (Homo sapiens), Q8NER1. TRPV1-expressing cells, Fluo-8 calcium influx, agonist mode. activation, % at 8.33 µM. actives 0.19% (n = 320,000). AID 540275, 2011; in the data active = activation above about 80%; inconclusive = between about 30% and that limit; also: 0% is about no effect
#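 Cells expressing TRPV1 were dye-loaded with Fluo-8 and read kinetically: 10 s baseline, 3 min after compound (agonist portion), then 2 min after EC20 capsaicin (allosteric enhancer portion). Calcium-bound dye fluorescence at 480/520 nm.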
# Integrin act MD: qHTS for Activators of Integrin-Mediated Alleviation for Muscular Dystrophy; alpha7betagal myoblasts, beta-gal FDG fluorescence, 48 h; Potency, µM (titrated, usually from 38.3 µM), for inactives: top-dose activation, usual class: activators; actives 0.064% (n = 350,000); AID 624291, 2012;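 also: potency is read from the fitted curve at half-maximal effect; 100% = response of the positive control SU9516; nearly all actives have a fitted effect of over 60% in size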
#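 alpha7betagal+/- myoblasts (passage 13, 250/well) treated 48 h at 37C with compounds at 1:260 dilution of DMSO stock. Lysed, then beta-galactosidase activity read as FDG fluorescence (ex 480/em 540) after 30 min, with pre-read for autofluorescence.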
# CXXC DNA block: qHTS Fluorescence Polarization Assay for Inhibitors of MLL CXXC domain - DNA interaction; Histone-lysine N-methyltransferase 2A (Homo sapiens), Q03164; MLL-CXXC / FITC-HOXA9 DNA fluorescence polarization; Potency, µM (series often up to 115 µM), for inactives: at the highest dose activity change, negative = inhibition, most hits filed as inhibitors; actives 0.037% (n = 290,000); active = well fitted inhibition curve with a large enough effect in the polarisation, with a control signal flat, not every such curve was filed as active; inconclusive = small, poorly fitted or top-dose-only effect, or effect the other way, or a change in a side signal; inactive = no such curve, though single readings can be large or run the other way; the % refers to the polarisation; also: potency is read from the fitted curve at half-maximal effect
#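 Steps: dispense CXXC domain solution (7 uM) → pin compounds or unlabeled HOX-A9 DNA control → 5 min ambient → add FLSN-HOX-A9 solution (50 nM) → spin → 30 min ambient → fluorescence polarization. Tris pH 7.5/NaCl/DTT/BSA buffer.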
# TCR activator: Activators of T cell receptors: qHTS campaign | Potency, µM (series often up to 9.22 µM), for the others: at the top dose activation of IL-2 secretion, most hits filed as activators | 330,000 tested, under 10 active | AID 504894, 2011 | primary human leukocytes, anti-CD3, IL-2 HTRF, 48 h; also: % of control where 0% means no effect
#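 IL-2 release read by HTRF sandwich (Eu cryptate donor, d2 acceptor, 665 nm emission) after 48 hr exposure of primary human leukocytes to compound together with anti-CD3 beads in the absence of co-stimulatory signals.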
# p53 reactivator: qHTS assay for re-activators of p53 using a Luc reporter. H1299 p53-A138V BP100-luciferase reporter, luminescence, 24 h. actives 0.063% (n = 320,000). Potency, µM (doses to about 92.2 µM), inactives show top-dose activity change, positive = activation, hits mostly activators. AID 504706, 2011; also: potency is read from the fitted curve at half-maximal effect; % of control where 0% means no effect; nearly all actives have a fitted effect of over 45% in size
#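 p53-null H1299 cells stably carrying temperature-sensitive p53-A138V and a BP100-luciferase reporter were pinned with compounds (4-point, 1:5 series) and held 24 hrs at 37 deg C. Luminescence was read 10 min after detection reagent.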
# PTAP TSG101 blk: qHTS Assay for Iinhibitors of HIV-1 Budding by Blocking the Interaction of PTAP/TSG101; Tumor susceptibility gene 101 protein (Homo sapiens), Q99816; Fluorescence polarization, FITC-PTAP peptide / Tsg101 binding; Potency, µM (doses to about 115 µM), for the others: top-dose activity change, negative = inhibition, actives largely listed as inhibitors; 340,000 tested, under 10 active; active = well fitted inhibition curve with a large enough effect in the main read-out, with a control signal flat, not every such curve was filed as active; inconclusive = small, poorly fitted or top-dose-only effect, or effect the other way, or a change in a side signal; inactive = no such curve, though single readings can be large or run the other way; also: potency is read from the fitted curve at half-maximal effect; % of control where 0% means no effect
# Target sequence (Q99816 whole entry, looked up): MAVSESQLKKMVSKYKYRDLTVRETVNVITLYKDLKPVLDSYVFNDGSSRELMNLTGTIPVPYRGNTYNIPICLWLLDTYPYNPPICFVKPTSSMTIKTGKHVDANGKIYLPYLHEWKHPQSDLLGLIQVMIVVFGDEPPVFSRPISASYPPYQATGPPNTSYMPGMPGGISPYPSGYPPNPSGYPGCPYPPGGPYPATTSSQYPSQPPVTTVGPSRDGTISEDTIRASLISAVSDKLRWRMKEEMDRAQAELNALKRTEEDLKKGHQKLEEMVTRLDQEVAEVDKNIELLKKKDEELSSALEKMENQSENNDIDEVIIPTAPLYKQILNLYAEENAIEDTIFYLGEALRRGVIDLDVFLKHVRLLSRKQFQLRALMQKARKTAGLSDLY
#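 FP read-out: FITC-PTAP peptide, 50 nM final, binding Tsg101 binding domain, 10 uM final; 20 min, r.t.; 10 mM HEPES pH 7.5, 0.15 M NaCl, 0.01% Tween 20, 3 mM EDTA, 0.1 mM TCEP.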
# B2AR arrestin: qHTS assay of beta-arrestin-biased ligands of beta2-adrenergic receptor; Potency, µM (highest dose often 46.1 µM), for the others: top-dose activation, usual class: activators; Beta-2 adrenergic receptor (Homo sapiens), P07550; beta-arrestin recruitment to beta2AR, cell-based reporter; actives 0.02% (n = 330,000);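 also: potency is read from the fitted curve at half-maximal effect; 0% = DMSO controls and full agonism = EC100 isoproterenol or metaproterenol; nearly all actives have a fitted effect of over 65% in size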
# Target sequence (P07550 whole entry, looked up): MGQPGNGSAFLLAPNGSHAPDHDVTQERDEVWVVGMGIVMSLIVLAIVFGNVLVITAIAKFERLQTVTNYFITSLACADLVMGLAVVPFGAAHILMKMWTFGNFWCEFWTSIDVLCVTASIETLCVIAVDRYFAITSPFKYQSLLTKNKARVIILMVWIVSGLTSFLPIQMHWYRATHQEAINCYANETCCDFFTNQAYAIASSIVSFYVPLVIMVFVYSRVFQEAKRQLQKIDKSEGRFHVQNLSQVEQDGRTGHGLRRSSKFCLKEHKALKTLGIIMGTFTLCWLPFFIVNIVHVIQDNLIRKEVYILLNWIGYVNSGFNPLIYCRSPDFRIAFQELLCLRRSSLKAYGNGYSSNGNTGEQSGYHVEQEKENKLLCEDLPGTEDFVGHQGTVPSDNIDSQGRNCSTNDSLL
# * marks the source's active call; other numbers are inactive results; ? = inconclusive; nt = no result given; [ ] = dose if it differs, or a comment. Unless noted, calls follow the shape of the dose curve; as a rule, active = well fitted curve in the direction sought with a large enough effect; inconclusive = small, poorly fitted or top-dose-only effect, or another doubt; inactive = no such curve, though single readings can be large; an effect the other way counts as inactive or inconclusive.
SMILES,BRCA1 expr act,ELG1 DNA repair,AT treatment,TRPV1 agonist,Integrin act MD,CXXC DNA block,TCR activator,p53 reactivator,PTAP TSG101 blk,B2AR arrestin
COc1cccc(CNc2nc3ccccc3n2CCN2CCCCC2)c1,-3.1%,-14.0%,-12.1%,4.3,-10.1%,0.6%,-0.9%,-5.1%,-3.8%,3.0%
O=C(CSc1nc(C2CC2)nc2ccccc12)N1c2ccccc2Sc2ccccc21,-43.3%,-25.6%,-4.2%,4.4,-22.7%,17.5%,-6.2%,3.2%,-0.6%,-0.7%
CCOC(=O)N1N=C(CC)CC1(O)C(F)(F)F (stereo not given),-16.2%,10.1%,-0.5%,4.4,-15.1%,-0.1%,-3.8%[46.1 µM],2.9%,-5.0%,-0.3%
CCc1nc2ccccc2c(=O)n1/N=C/c1ccc(Cl)cc1,-13.9%,nt,nt,nt,12.7%,nt,8.2%,nt,1.4%,nt
CCOC(=O)C1(Cc2cccc(OC)c2)CCN(CCO)CC1,0.0%,6.4%,nt,0.5,-7.2%,-1.2%,-2.8%,-2.5%,-1.5%,0.0%
O=C(NCc1ccccc1)C1CCCN(C(=O)c2ccc(F)cc2)C1 (stereo not given),-8.7%,-0.3%,0.8%,-0.1,6.8%,nt,-1.4%,-1.3%,-5.3%,-0.2%
Cn1nc(C(C)(C)C)c([N+](=O)[O-])c1C(=O)N1CCOCC1,-0.2%,3.7%,2.2%,0.7,-7.7%,3.3%,8.1%,1.8%,-0.5%,0.0%
Cc1nc(Nc2ccc(C(=O)O)cc2)nc(Nc2ccc(C(=O)O)cc2)c1[N+](=O)[O-],-4.7%,4.7%,-23.9%,2.2,7.2%,-23.7%,5.3%,-0.8%,-7.0%,0.2%
C=CCNC(=O)c1c(Cl)cnn1-c1ccc(C)cc1,83.5%,?,3.2%,11.3,-11.4%,4.3%,-4.0%,9.7%,0.4%,-0.9%
O=C(O)c1cccnc1Oc1ccccc1,-14.1%,15.7%,1.7%,-2.6,0.0%,4.9%,5.3%[46.1 µM],2.8%,-2.1%,-0.2%
COc1ccc(CCNC(=O)CN2CCC(C(N)=O)CC2)cc1,4.0%,4.9%,-4.2%,1.9,4.0%,-5.4%,8.3%,-1.8%,-10.9%,-0.1%
COc1ccc(CCNc2nc(-c3ccc(NC(C)=O)cc3)cs2)cc1OC,-41.2%,?,-2.4%,-2.5,-43.1%,0.0%,0.7%,-0.3%,-2.6%,0.3%
O=c1[nH]cccc1-c1nc2ccccc2n1Cc1ccc(Cl)cc1,-1.2%,1.7%,33.3%,4.4,-7.4%,?,-3.1%,-6.1%,-3.5%,3.6%
Cc1ccc(-c2nc(N/N=C/c3cccnc3)c3ccccc3n2)cc1,-62.7%,?,nt,?,18.3%,-9.3%,-1.1%,?,-7.7%,0.3%
O=c1cc(O)c2c(=O)n(Cc3ccccc3)c3ccccc3c2o1,-6.4%,?,7.0%,-13.0,14.8%,1.0%,-2.2%,1.4%,-3.5%,-1.0%
CCOC(=O)c1cc2c(=O)c3cc(C)ccc3oc2nc1C,11.2µM*,?,17.1%,2.6,18.8%,6.8%,2.8%,?,-0.8%,6.7%
Cn1c(=O)c2c(nc(SCC(=O)c3ccc(F)cc3)n2C)n(C)c1=O,2.4%,-17.2%,4.8%,1.9,25.5%,-8.7%,-118.5%,0.5%,-2.6%,-0.1%
Cc1ccc2c(c1)nnn2C1CCN(C(=O)c2cccs2)CC1,3.4%,-0.5%,-4.6%,-3.3,16.8%,-1.4%,8.3%,-0.6%,-2.1%,0.4%
Cc1ccc(CNC(=O)c2cccc3c2C(=O)c2ccc(N4CCCCC4)cc2S3(=O)=O)cc1,-34.4%,?,0.3%,14.3,-27.8%,nt,3.1%,5.1%,?,0.2%
Cc1c(C)c(C)c2[nH]c(-c3ccc4c(c3)OCO4)nc2c1C,55.3%,8.1%,-0.5%,?,?,6.5%,-3.8%,7.1%,-2.0%,0.2%
O=S(=O)(c1ccc(NC(=S)NN=C(C2CC2)C2CC2)cc1)N1CCOCC1,7.7%,7.5%,-4.2%,0.8,9.3%,-4.3%,1.5%,7.3%,1.0%,-0.2%
COc1ccc(CNC(=O)CNC(=O)[C@@H]2Cc3ccccc3CN2)cc1,-33.7%,?,9.1%,0.8,12.3%,2.7%,-3.6%,9.1%,-6.3%,0.0%
O=C(Nc1cccnc1)C(Cc1ccccc1)n1cccc1 (stereo not given),-4.4%,0.4%,15.0%,nt,-3.3%,3.1%,-6.8%,-1.7%,-1.2%,-0.7%
COc1ccc(NC(=S)NCCCCCC(=O)C[N+](=O)[O-])cc1,0.4%,1.9%,0.3%,2.4,-21.4%,-8.1%,-6.6%,18.0%,-5.4%,0.0%
Cc1sc2ncn(CC(=O)Nc3ccccc3F)c(=O)c2c1-c1ccccc1,-16.8%,7.8%,2.6%,-1.4,-14.0%,15.8%,-3.8%,-3.1%,-2.1%,2.6%
CCOc1ccc(-c2nc(C#N)c(N3CCOCC3)o2)cc1,-14.6%,-12.6%,3.2%,nt,20.2%,-0.3%,-2.3%,-2.1%,-6.5%,0.0%
Cn1nccc1C(=O)N1CCN(C23CC4CC(CC(C4)C2)C3)CC1,-3.3%,14.1%,18.7%,3.2,-17.1%,13.9%,3.0%,-2.6%,-7.0%,-0.4%
CCOC(=O)C1(Cc2ccccc2)CCN(CC2CC=CCC2)CC1 (stereo not given),-47.9%,-2.6%,5.1%,19.1,2.9%,10.2%,2.1%,-3.3%,2.5%,0.0%
O=C(NCC(=O)N(Cc1ccco1)C(C(=O)NC1CCCCC1)c1cccnc1)c1ccco1 (stereo not given),-19.9%,7.0%,2.4%,2.4,-5.2%,-5.8%,2.5%,-1.5%,-6.6%,0.0%
NC(=O)[C@@H]1CCCN1Cc1nc(Cc2ccccc2F)no1,16.2%,-9.5%,0.0%,0.4,7.7%,31.3%,-6.9%,-2.3%,-4.2%,0.4%
Cc1ccc(C(=O)Nc2ccc(C(=O)N3CCCCC3C)cc2)cc1 (stereo not given),11.2%,0.2%,4.1%,20.6,-49.3%[inhibitor],-4.9%,-3.2%,-3.6%,-2.4%,-0.8%
O=C(CCCCCn1nnc2ccccc2c1=O)N[C@H](C(=O)O)c1ccccc1,-2.6%,0.0%,-4.1%,1.3,-0.1%,-12.5%,6.1%,-2.9%,-1.6%,0.1%
CC(=O)Cc1nsc(NC(=O)c2ccccc2)n1,86.5%,?,-2.6%,-0.2,2.0%,0.2%,1.1%,14.3%,-10.3%,-3.5%
COc1ccc(-c2nnc(Nc3ccc(OC)c(C(=O)N4CCCCC4)c3)c3ccccc23)cc1,-60.2%,?,-6.4%,2.4,-7.5%,-2.8%,1.5%[46.1 µM],-9.8%,-5.9%,7.1%
CC(C(=O)Nc1ccc2c(c1)OCCO2)N1CCN(C(=O)c2ccco2)CC1 (stereo not given),0.4%,2.0%,nt,-1.4,3.0%,-1.7%,0.4%,-1.3%,-0.2%,-1.2%
CCOc1ccc(NC(=O)CN(C)C(=O)c2cccc(S(=O)(=O)N3CCCC3)c2)cc1OCC,-0.1%,4.5%,6.0%,-0.3,-11.3%,nt,-1.0%,-3.8%,-0.8%,-0.5%
Cc1ccc(CNC(=O)c2cn(C)c(=O)c3c2c2ccccc2n3C)o1,-33.6%,-8.2%,5.1%,-2.4,8.0%,-9.5%,3.6%,-2.9%,-4.4%,-0.2%
O=C(NC1CSCC1OC(=O)c1ccccc1)c1ccccc1 (stereo not given),-29.6%,14.1%,13.6%,15.8,?,23.0%,6.2%,-0.7%,-2.6%,4.9%

# Arranged by the number under TCR activator (high to low): some entries from above
compound	TRPV1 agonist	Integrin act MD	CXXC DNA block	TCR activator	p53 reactivator	PTAP TSG101 blk	B2AR arrestin
Cc1ccc(CNC(=O)c2cn(C)c(=O)c3c2c2ccccc2n3C)o1	-2.4	8.0%	-9.5%	3.6%	-2.9%	-4.4%	-0.2%
CC(=O)Cc1nsc(NC(=O)c2ccccc2)n1	-0.2	2.0%	0.2%	1.1%	14.3%	-10.3%	-3.5%
Cc1ccc(C(=O)Nc2ccc(C(=O)N3CCCCC3C)cc2)cc1 (stereo not given)	20.6	-49.3%[inhibitor]	-4.9%	-3.2%	-3.6%	-2.4%	-0.8%
